PERK inhibitor: blocks human PERK kinase. Q9NZJ5. CHO PERK-DD fusion, SEAP luminescence translation reporter. inhibition, % at 5.6 µM. hit rate 0.17% among 220,000;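 active means inhibition above the mean inhibition of all tested compounds plus 3 SD, set separately per screening campaign, cut at about 2.9% in these data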;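 further: PERK kinase domain activated by AP20187 dimerizer at 100 nM; 0% = DMSO with dimerizer and 100% = rapamycin at 8.4 µM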
S1P4 agonist: human S1P4 receptor agonism; activation, % at 4.98 µM; AID 1509; O95977; hit rate 0.35% among 220,000; S1P4-expressing cell line, agonist reporter assay; in the data active means activation above about 11%;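 further: 0% = DMSO vehicle and 100% = reference agonist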
BaF3 parental: counter-screen for JAK2V617F inhibitors: parental Ba/F3 viability inhibitors; inhibition, % at 5.6 µM; CellTiter-Glo ATP luminescence; hit rate 1.1% among 220,000;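 active means inhibition above a per-campaign cutoff, the mean inhibition of all tested compounds plus 3 SD, cut at about 27% in these data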;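 further: 0% = DMSO wells and 100% = JAK Inhibitor I control wells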
Calpain2 inh: calpain II (pig) inhibition | purified calpain II, fluorogenic peptide substrate, 30 min | inhibition, % at 16 µM | hit rate 0.37% among 220,000 | AID 1236;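 active means inhibition above about 50%, limit read from the data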
zfTRPN1 agonist: agonists of zebrafish TRPN1 channel; HEK293 zebrafish TRPN1-YFP, Fluo-8 calcium fluorescence; 100% = response to 87 µM carbachol; hit rate 0.18% among 220,000; AID 1424; activation, % at 3 µM;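 active means activation above its plate's cutoff, the mean activation of test wells on that plate plus 3 SD, cut at about 19% in these data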;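 further: 0% = DMSO alone and 100% = 87 µM carbachol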
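Material: zebrafish TRPN1-YFP in HEK293 cells; Doses: single test compound dose, 3 µM nominal, 0.3% DMSO; Timing: dye loading 1 h at 37 °C, then 30 min room temperature; Technique: intracellular calcium fluorescence with Fluo-8; Benchmarks: high carbachol 87 µM, low DMSO alone.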
TRPML3 ag: agonists of human TRPML3 channel; Q8TDD5; activation, % at 3 µM; hit rate 0.29% among 220,000; HEK293 TRPML3-YFP, Fluo-8 calcium fluorescence; 100% = the carbachol control signal; AID 1448;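 active means activation above its plate's cutoff, the mean activation of the plate's test wells plus 3 SD, cut at about 12% in these data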;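 further: 0% = DMSO only wells and 100% = carbachol wells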
Target sequence (Q8TDD5 whole entry, looked up): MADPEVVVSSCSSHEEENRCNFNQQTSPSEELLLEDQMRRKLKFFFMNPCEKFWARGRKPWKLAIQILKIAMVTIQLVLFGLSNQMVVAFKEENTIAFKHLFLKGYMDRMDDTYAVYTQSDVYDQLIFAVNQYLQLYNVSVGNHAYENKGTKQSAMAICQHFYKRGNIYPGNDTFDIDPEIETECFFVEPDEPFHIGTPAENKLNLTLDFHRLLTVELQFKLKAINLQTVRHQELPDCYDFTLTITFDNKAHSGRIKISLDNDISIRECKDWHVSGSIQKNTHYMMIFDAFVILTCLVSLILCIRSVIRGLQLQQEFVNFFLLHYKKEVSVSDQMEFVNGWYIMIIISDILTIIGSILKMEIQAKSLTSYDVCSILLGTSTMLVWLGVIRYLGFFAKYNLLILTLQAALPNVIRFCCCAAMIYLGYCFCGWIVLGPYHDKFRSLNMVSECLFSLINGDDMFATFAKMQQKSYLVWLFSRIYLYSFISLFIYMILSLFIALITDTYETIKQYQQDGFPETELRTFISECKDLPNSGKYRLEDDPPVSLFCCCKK
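Material: TRPML3-YFP stable HEK293 cells | Dosing: One concentration, 3 µM nominal, 0.3% DMSO | Timing: 125 s total fluorescence read per well | Technique: Fluo-8 calcium dye fluorescence, ex 470-495, em 515-575 nm | Measure: Percent activation from peak-to-basal fluorescence ratio, scaled between DMSO and carbachol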
EP2 modulator: modulators of human EP2 prostaglandin E2 receptor. P43116. EP2-expressing cells, cAMP HTRF FRET, PGE2 co-stimulation. induction, % at 25 µM. hit rate 0.83% among 260,000. AID 940;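 active means compounds whose cAMP rise, as percent of the full-agonist control response, exceeds 60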;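 further: rat C6 glioma line stably carrying human EP2 under a CMV promoter; the protocol text gives 20 µM as final concentration; 100% = response of wells given 1 µM PGE2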
Target sequence (P43116 whole entry, looked up): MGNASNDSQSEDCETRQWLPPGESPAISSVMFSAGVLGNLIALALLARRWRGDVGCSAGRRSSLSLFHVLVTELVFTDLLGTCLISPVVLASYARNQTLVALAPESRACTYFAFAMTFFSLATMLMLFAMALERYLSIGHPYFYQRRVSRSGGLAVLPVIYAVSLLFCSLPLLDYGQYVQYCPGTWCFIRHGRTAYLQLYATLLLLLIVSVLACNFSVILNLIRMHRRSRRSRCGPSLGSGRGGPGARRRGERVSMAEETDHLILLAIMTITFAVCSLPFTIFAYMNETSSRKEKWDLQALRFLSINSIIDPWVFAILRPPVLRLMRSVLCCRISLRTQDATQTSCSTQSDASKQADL
Ba/F3 V617F tox: loss of viability in JAK2V617F-driven Ba/F3 cells | hit rate 1.1% among 220,000 | inhibition, % at 5.6 µM | Ba/F3 EpoR-JAK2V617F viability, ATP luminescence | AID 1446;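 active means inhibition above the campaign mean plus 3 SD over all tested compounds, cut at about 24% in these data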;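 further: cytokine-independent growth of Ba/F3 cells driven by EpoR plus mutant JAK2; 0% = DMSO-treated cells and 100% = JAK inhibitor I control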
S1P4 antagonist: antagonists of human S1P4 receptor. O95977. S1P4-expressing cells, antagonist mode, reporter read-out. inhibition, % at 4.98 µM. hit rate 0.26% among 220,000. AID 1510; in the data active means inhibition above about 29%;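 further: 0% = wells stimulated with agonist and 100% = vehicle wells without agonist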
* hit, by the source's call; i = inactive; & = joins results of further samples.

SMILES	PERK inhibitor	S1P4 agonist	BaF3 parental	Calpain2 inh	zfTRPN1 agonist	TRPML3 ag	EP2 modulator	Ba/F3 V617F tox	S1P4 antagonist
Cc1c(Cl)c(C(=O)NC2C3CC4CC(C3)CC2C4)nn1C (stereo not given)	-1.2	0.6	1.6	-17.0	3.3	0.6	19.5	-0.9	-1.4
CCCCOC(=O)c1ccc(NC(=O)C(=O)NCc2ccncc2)cc1	-0.2	-0.9	4.8	15.0	4.3	1.2	-19.0	-0.1	0.5
CCOC(=O)c1cc2c(N)c(C(=O)c3cc(C#N)c(SC)nc3C)sc2nc1C	-0.2	-0.4	-2.2	-86.4	0.5	0.5	-8.4	-1.9	-11.9
COc1ccc(CCNC(=O)COc2ccc(S(=O)(=O)NC(C)C)cc2Cl)cc1OC	-0.4	-1.9	1.6	0.7	1.6	-0.4	15.2	2.4	8.9
Cc1occc1C(=O)N/N=C/C(Br)=C\c1ccccc1	-0.9	3.3	5.2	13.2	5.1	3.2	-25.1	1.7	8.7
Cn1c(=O)cc(NCCc2ccccc2)[nH]c1=O	1.0	0.6	1.2	-20.5	0.7	1.2	25.7	-1.7	3.4
Cc1ccc(OCC(=O)NNC(=O)CCC(=O)Nc2ccc(C)cc2C)cc1	1.0	0.4	0.3	-33.1	0.5	0.0	17.4	-2.6	-3.8
CCC(C)N(C(=O)COC(=O)Cc1n[nH]c(=O)c2ccccc12)C1CCS(=O)(=O)C1 (stereo not given)	2.0	0.5	1.9	-27.4	0.4	0.4	-1.8	-1.3	-6.5
Fc1ccc(NC(=S)Nc2ccc(Cl)cc2Cl)cc1	-0.3	0.5	7.5	1.3	0.8	1.1	-48.6	1.0	-5.2
CC(=O)N1N=C(c2cccc(NS(C)(=O)=O)c2)CC1c1cccs1 (stereo not given)	-0.3	1.0	2.1	-2.3	0.1	0.3	-4.7	0.7	-19.4
CCOC(=O)N1CCN(C(=O)CSc2nnc(-c3cccc(Cl)c3)o2)CC1	0.5	0.2	3.0	17.5	0.7	0.0	8.1	-0.6	3.4
COC(=O)c1c(C#N)c(N)nc2c1CCC2	0.3	-2.7	8.1	i	0.5	-0.3	31.7	6.0	-1.5
Cc1ccc2c(CC(=O)Nc3c(C)n(C)n(-c4ccccc4)c3=O)coc2c1	0.9	0.0	-0.8	-74.5	-0.4	-1.0	23.4	-1.6	0.0
CCCCC(=O)Nc1cccc(NC(=O)c2cccc(Br)c2)c1	-0.6	0.7	0.4	-8.9	0.3	-0.4	-56.0	0.5	-0.2
CN1CCN(CCCNC(=O)c2cn(C3CCCCC3)c(=O)c3c2c2ccccc2n3C)CC1	-1.8	1.5	6.2	-78.9	1.2	0.9	-0.8	-2.2	8.6
C/C(=N\NC(=O)CNc1cccc(C(F)(F)F)c1)c1ccc(Br)cc1	-0.1	1.4	4.0	3.3	0.9	1.2	10.6	-1.8	-7.0
O=[N+]([O-])c1ccc(CSc2nnc(SCc3ccccc3)s2)cc1	0.1	-0.1	11.2	25.2	-0.9	-0.2	22.3	7.5	-16.0
Cc1ccc(C(=O)NNC(=O)CSc2nnc(-c3ccccc3)n2Cc2ccccc2)cc1	0.3	1.2	5.8	21.7	-1.9	-0.4	41.3	1.5	-45.2
CCOC(=O)C1=C(C)NC(=S)NC1c1cc(C)sc1C (stereo not given)	0.1	0.7	0.4	11.2	-0.7	-0.7	10.3	-1.4	-1.8
N#Cc1c(Nc2ccccc2)c(C=NCCN2CCOCC2)c[nH]c1=O	0.1	1.1	3.6	9.5	0.8	-0.2	0.2	-1.3	3.2
Cc1cc(=O)c2c(o1)CC(C)(C)CC2=O	-0.4	3.4	2.2	-13.5	0.9	1.1	28.0	1.2	-8.2
CC1CC(c2ccccc2)n2nc(NC(=O)c3ccco3)nc2N1 (stereo not given)	1.2	1.2	7.3	9.8	0.7	0.4	12.9	0.9	-3.0
C=CCOC(=O)CCP(=O)(CCC(=O)OCC=C)c1ccccc1	-0.1	2.3	0.1	-6.2	0.9	0.0	-5.3	-3.1	-6.2
Cc1cc(C)cc(N(CCC#N)C(=O)CSc2nc3nc(C)cc(C)n3n2)c1	-0.7	-0.3	3.3	19.6	2.2	0.6	8.3	-0.4	20.3
C/C(N)=C(/C#N)C(=O)COC(=O)c1cccc2ccccc12	0.1	0.6	1.0	2.9	0.3	0.3	10.5	-3.2	-31.0
O=c1[nH]c(C2CCCN(S(=O)(=O)c3ccccc3)C2)nc2c1nnn2Cc1ccccc1F (stereo not given)	1.9	-2.6	0.5	28.6	-2.3	0.0	-39.9	-4.5	-5.3
COc1ccccc1N(CC(=O)Nc1ccccc1C)S(C)(=O)=O	-0.8	-1.5	5.0	-12.5	-0.2	0.2	11.4	-5.1	-14.5
CCCSc1nc(O)c(C2OC(=O)c3c2ccc(OC)c3OC)c(=O)n1C (stereo not given)	-1.0	-0.2	1.1	2.7	2.0	0.3	2.0	4.1	-10.5
CNC(=O)c1ccc(-c2ccc(OC)cc2)s1	1.2	0.4	-1.0	i	0.6	0.1	-4.4	-2.9	-0.8
CC(C)(C)n1ncc2c(=O)n(CC(=O)N3CCCCC3)cnc21	2.5	-1.1	13.8	-18.7	0.8	0.2	-5.7	1.3	-3.1
O=C(NC1(C(F)(F)F)Oc2ccccc2O1)N1CCCC1	1.1	0.2	23.1	12.0	1.4	0.8	32.5	40.5*	7.8
COc1ccccc1N(Cc1cc(=O)[nH]c2ccccc12)C(=O)c1cccc([N+](=O)[O-])c1	-1.4	1.6	-0.2	-21.4	0.4	-0.3	11.8	-5.4	-5.4
COc1ccc(C(CC(=O)N2CCOCC2)C(C)C)cc1 (stereo not given)	1.7	-0.3	-1.5	-12.9	0.1	-0.2	4.3	-3.0	-4.5
CC(C)(C)NC(=O)NC(=O)COC(=O)c1cc(=O)[nH]c2ccccc12	-0.5	0.7	5.8	-26.5	2.2	0.5	-12.8	2.5	-4.6
COc1cc(S(=O)(=O)N(Cc2cccc(OC)c2OC)CC2CCCO2)ccc1-n1cnnn1 (stereo not given)	-1.3	1.6	4.3	13.7	0.4	-0.7	2.2	2.0	15.3
O=C(Nc1cc(S(=O)(=O)N2CCOCC2)ccc1O)c1ccco1	0.0	1.1	4.2	21.5	1.1	1.2	0.1	3.2	-5.8
CCC(CO)NC1=CC(=O)CCC1 (stereo not given)	0.0	1.6	5.9	7.5	0.6	-0.1	2.5	1.6	-7.2
CC(C)(C)C(=O)NCCn1ccc2ccccc21	0.6	2.6	3.8	-5.9	0.4	-0.5	3.6	-0.4	0.0
O=C(CCS(=O)(=O)c1ccccc1)Nc1ccc2c(c1)C(=O)NC2=O	0.2	2.3	4.5	-202.2	1.2	0.4	-2.8	-1.4	-17.2
Cc1ccc(NC(=O)C2CCCN2C(=O)NC2CCCCC2)cc1C (stereo not given)	0.0	1.3	3.8	19.0	0.0	0.4	7.8	1.8	4.8
CN1CCc2nc(SC(C(=O)O)c3ccccc3)c(C#N)c(-c3cccs3)c2C1 (stereo not given)	1.1	0.6	-0.2	-11.0	1.1	0.8	-16.1	0.1	-12.6
CCn1c(/C=C/Nc2ccccc2)[n+](CC)c2ccc(Cl)cc21	1.0	0.6	12.0	8.4	0.8	0.9	-12.8	6.1	-23.8
CCC(=O)c1ccc(N2CCN(S(=O)(=O)c3ccccc3)CC2)c(F)c1	0.8	-0.8	10.2	10.4	1.4	0.9	-17.7	1.2	7.1
CCOc1cc(/C=C2/COc3ccccc3C2=O)ccc1OCC(=O)N(C)C	1.1	-4.5	-2.6	-2.9	0.8	-0.5	-41.0	-3.8	37.3*
Cc1nc(SCC(=O)N(C)Cc2ccco2)c2c(C)c(C)sc2n1	-2.0	0.4	2.7	11.5	4.8	2.2	5.9	3.7	-17.1
CN(C(=O)COc1ccc([N+](=O)[O-])cc1)C1CCS(=O)(=O)C1 (stereo not given)	0.8	3.3	3.7	0.2	2.1	0.4	18.7	1.9	-1.5
O=C(Nc1ccccc1F)C1CCCN(S(=O)(=O)c2cccc3cccnc23)C1 (stereo not given)	0.0	0.4	2.5	3.2	-0.2	-0.2	-14.1	-2.9	10.9
COc1ccccc1S(=O)(=O)Cc1ccc(C(=O)NCc2ccc3c(c2)OCO3)o1	0.7	-0.8	3.3	1.4	2.8	0.9	-10.3	-2.1	-7.3
O=c1ccc(C(F)(F)F)cn1Cc1cc(=O)n2cc(Br)ccc2n1	0.0	-0.1	6.5	-146.0	-0.2	0.7	8.6	0.9	-25.2
O=C1CC(C(=O)N(c2ccc(F)cc2)C(C(=O)NC2CCCC2)c2ccccn2)CS1 (stereo not given)	-1.0	0.8	3.1	-33.7	2.0	0.2	5.5&6.3	0.7	-15.3
Cc1cccc(C(=O)n2cnnc2N)c1	0.6	0.1	4.9	-29.9	0.8	0.8	10.4	0.1	-9.4
CCOC(=O)c1ccc(NC(=O)CSc2nnnn2CCCO)cc1	-0.2	1.8	-1.3	13.7	1.7	1.5	8.1	0.4	2.9
COc1ccc(N2CCN(C(=O)c3ccc(CS(=O)(=O)c4ccc(OC)cc4)o3)CC2)cc1	0.6	-0.8	6.6	-21.3	1.6	0.8	-11.2	-0.1	-1.9
O=C(c1cccs1)n1nc(-c2ccc(Cl)cc2)nc1NCc1ccco1	-0.6	0.6	0.3	-6.0	-0.1	0.8	19.7	-2.6	-5.8
COc1ccc(-c2nnc(SCC(=O)N3CCCCC3)o2)c(OC)c1	-1.1	1.5	0.3	-4.9	1.9	0.3	-2.1	-0.6	-12.8
COc1cccc(C=Nc2cccc3c(=O)[nH][nH]c(=O)c23)c1O	0.4	0.2	5.0	-50.4	0.1	1.1	-5.2	0.9	4.1
O=C(NCc1nc2ccccc2[nH]1)c1c(F)c(F)c(F)c(F)c1F	0.5	-0.2	0.4	-9.7	-0.7	1.4	-4.8	-5.5	-5.6
COc1cc(OC)c(OC)cc1/C=N/NC(=O)C[n+]1ccccc1	0.5	-1.1	2.9	-6.3	1.2	-0.1	0.5	-2.4	-19.2
COc1ccc(C(=O)N[C@H](C(=O)OCC(=O)NC(=O)c2cccn2C)C(C)C)cc1	0.2	-0.8	6.6	14.6	0.4	0.6	17.9	-3.3	-9.7
O=S(=O)(/C=C/c1ccccc1)N1CCN(c2ccc(F)cc2)CC1	0.1	-1.5	0.3	11.1	0.1	0.5	5.8	-2.0	-7.4
Cc1ccc(N(Cc2cc3cc(C)ccc3[nH]c2=O)S(=O)(=O)c2ccccc2)cc1	0.4	-0.1	9.8	-5.7	0.5	1.4	8.8	-0.6	-4.9

Full records as entered above.
Cc1cc(C)cc(N(CCC#N)C(=O)CSc2nc3nc(C)cc(C)n3n2)c1 as listed: PERK inhibitor = -0.7; S1P4 agonist = -0.3; BaF3 parental = 3.3; Calpain2 inh = 19.6; zfTRPN1 agonist = 2.2; TRPML3 ag = 0.6; EP2 modulator = 8.3; Ba/F3 V617F tox = -0.4; S1P4 antagonist = 20.3
CN(C(=O)COc1ccc([N+](=O)[O-])cc1)C1CCS(=O)(=O)C1 (stereo not given) as listed: PERK inhibitor = 0.8; S1P4 agonist = 3.3; BaF3 parental = 3.7; Calpain2 inh = 0.2; zfTRPN1 agonist = 2.1; TRPML3 ag = 0.4; EP2 modulator = 18.7; Ba/F3 V617F tox = 1.9; S1P4 antagonist = -1.5
